High-throughput results as filed in PubChem.
PfHsp40 yeast: rescue of yeast from PfHsp40 toxicity, primary screen, S. cerevisiae, ATP luminescence. S. cerevisiae expressing PfHsp40, growth rescue. 0.68% of 340,000 active. AID 504582, 2011. growth rescue, % at 12.5 µM; in the data active = growth rescue above about 28%, passing the limit was not always enough; inconclusive = no clear call, values can overlap the other calls;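 also: yeast W303a lacking pdr1 and pdr3 grown in galactose medium; growth measured after three days at 30 °C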
BoNT-F LC inh: BoNT/F light chain protease inhibitors, primary screen, biochemical, flow cytometry, MLPCN library; Botulinum neurotoxin type F light chain protease (Clostridium botulinum); Multiplex microsphere protease cleavage assay; inhibition, % at 10 µM; 0.22% of 360,000 active; AID 588497, 2011; in the data active = inhibition above about 35%, passing the limit was not always enough; inconclusive = no clear call, values can overlap the other calls; also: plate controls were buffer without enzyme for full effect and enzyme alone for no effect
PrPC surface inh: inhibitors of human cell surface prion protein PrPC, primary screen, cell-based, TR-FRET; AID 720596, 2013; inhibition, % at 13.8 µM; Major prion protein (Homo sapiens), P04156; 0.43% of 370,000 active; TR-FRET read-out; in the data active = inhibition above about 24%; also: 0% = median of the test wells and 100% = reference compound wells
CCHFV vOTU inh: CCHFV vOTU protease inhibitors, primary screen, biochemical, Pep-AMC substrate, fluorescence. Crimean-Congo hemorrhagic fever virus L polyprotein viral ovarian tumor (vOTU) protease …. 0.55% of 370,000 active. inhibition, % at 11.5 µM; in the data active = inhibition above about 30%; also: 0% = vehicle wells with enzyme and 100% = no enzyme wells
TcdB GH inh: TcdB glycohydrolase inhibitors, primary screen, biochemical, single point, plate reader; Toxin B (Clostridioides difficile), P18177; TcdB glycohydrolase enzymatic assay; inhibition, % at 9.99 µM; 0.24% of 350,000 active; AID 652162, 2013; in the data active = inhibition above about 10%
Target sequence (P18177 whole entry, looked up): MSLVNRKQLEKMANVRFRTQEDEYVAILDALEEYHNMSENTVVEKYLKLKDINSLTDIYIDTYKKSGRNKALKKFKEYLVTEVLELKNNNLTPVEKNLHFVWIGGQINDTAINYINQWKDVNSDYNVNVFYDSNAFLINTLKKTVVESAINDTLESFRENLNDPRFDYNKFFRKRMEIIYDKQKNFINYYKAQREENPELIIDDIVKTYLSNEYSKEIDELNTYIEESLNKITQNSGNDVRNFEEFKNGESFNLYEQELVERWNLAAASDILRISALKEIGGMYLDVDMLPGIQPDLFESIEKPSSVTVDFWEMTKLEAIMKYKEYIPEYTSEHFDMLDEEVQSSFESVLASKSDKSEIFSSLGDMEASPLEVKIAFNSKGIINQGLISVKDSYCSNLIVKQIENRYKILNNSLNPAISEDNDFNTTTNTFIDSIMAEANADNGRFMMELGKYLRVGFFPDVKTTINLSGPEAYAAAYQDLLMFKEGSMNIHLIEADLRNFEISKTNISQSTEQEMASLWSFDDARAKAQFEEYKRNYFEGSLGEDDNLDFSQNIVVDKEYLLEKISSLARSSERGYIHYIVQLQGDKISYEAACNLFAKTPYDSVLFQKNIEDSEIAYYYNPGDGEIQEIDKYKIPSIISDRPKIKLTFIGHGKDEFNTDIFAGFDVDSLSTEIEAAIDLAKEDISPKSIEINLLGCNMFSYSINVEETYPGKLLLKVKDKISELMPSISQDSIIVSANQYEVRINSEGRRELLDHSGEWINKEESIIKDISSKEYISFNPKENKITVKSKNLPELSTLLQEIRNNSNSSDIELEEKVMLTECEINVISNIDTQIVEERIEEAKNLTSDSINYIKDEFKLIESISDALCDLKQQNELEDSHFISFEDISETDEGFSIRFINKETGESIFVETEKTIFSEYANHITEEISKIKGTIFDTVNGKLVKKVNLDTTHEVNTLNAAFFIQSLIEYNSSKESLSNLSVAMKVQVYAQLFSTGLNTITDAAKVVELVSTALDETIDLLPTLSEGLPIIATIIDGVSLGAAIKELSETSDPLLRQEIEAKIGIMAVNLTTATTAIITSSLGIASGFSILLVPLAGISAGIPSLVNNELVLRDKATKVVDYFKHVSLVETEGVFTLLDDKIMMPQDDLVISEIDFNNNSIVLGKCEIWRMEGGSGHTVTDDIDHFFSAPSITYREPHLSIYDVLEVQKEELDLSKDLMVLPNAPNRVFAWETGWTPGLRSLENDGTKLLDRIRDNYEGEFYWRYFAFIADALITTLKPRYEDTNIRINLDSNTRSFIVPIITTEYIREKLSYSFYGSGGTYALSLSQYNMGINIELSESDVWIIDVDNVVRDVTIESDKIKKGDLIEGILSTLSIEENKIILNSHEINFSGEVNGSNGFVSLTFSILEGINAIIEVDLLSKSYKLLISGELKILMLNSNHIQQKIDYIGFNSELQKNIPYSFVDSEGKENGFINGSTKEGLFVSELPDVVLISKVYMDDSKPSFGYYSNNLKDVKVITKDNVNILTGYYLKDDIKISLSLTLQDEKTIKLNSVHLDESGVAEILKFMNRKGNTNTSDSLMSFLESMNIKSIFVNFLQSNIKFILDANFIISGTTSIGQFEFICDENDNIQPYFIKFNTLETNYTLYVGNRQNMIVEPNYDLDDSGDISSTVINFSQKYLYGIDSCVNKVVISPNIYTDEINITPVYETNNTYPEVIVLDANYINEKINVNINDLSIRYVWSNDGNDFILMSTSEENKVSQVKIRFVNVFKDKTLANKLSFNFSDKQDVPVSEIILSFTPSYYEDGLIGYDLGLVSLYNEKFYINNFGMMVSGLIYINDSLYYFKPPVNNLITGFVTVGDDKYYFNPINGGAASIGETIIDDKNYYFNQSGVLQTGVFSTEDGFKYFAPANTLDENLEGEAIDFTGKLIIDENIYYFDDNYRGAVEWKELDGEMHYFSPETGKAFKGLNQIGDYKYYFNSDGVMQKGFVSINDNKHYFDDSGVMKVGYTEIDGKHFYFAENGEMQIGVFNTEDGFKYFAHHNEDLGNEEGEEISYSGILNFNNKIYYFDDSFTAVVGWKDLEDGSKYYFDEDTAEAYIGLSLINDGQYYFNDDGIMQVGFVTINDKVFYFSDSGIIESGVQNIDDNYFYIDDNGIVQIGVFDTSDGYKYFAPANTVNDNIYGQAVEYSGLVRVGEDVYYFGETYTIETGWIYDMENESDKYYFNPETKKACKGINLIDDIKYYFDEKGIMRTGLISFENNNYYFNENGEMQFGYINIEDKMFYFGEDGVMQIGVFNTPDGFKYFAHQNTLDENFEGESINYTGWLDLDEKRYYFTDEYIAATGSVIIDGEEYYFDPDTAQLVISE
Y pestis TopoI: Yersinia pestis topoisomerase I inhibitors, primary screen, biochemical, cleavage product accumulation, plate reader, single point; DNA topoisomerase I (Yersinia pestis CO92); Y. pestis Topo-I cleavage product accumulation; activity, % at 10 µM; 0.064% of 360,000 active; AID 504884, 2011; in the data active = activity above about 50%, passing the limit was not always enough; inconclusive = no clear call, values can overlap the other calls; also: inactives centre near 2
BoNT A protease: BoNT/A light chain protease inhibitors, primary screen, biochemical, flow cytometry, MLPCN library. multiplex microsphere protease substrate cleavage. 0.17% of 360,000 active. inhibition, % at 10 µM. Botulinum neurotoxin type A light chain protease (Clostridium botulinum A str. ATCC 3502); also: plate controls were buffer without enzyme for full effect and enzyme alone for no effect
Anthrax LF inh2: Bacillus anthracis LF protease inhibitors, primary screen, biochemical, multiplex microsphere, MLPCN library; Lethal factor (Bacillus anthracis), P15917; multiplex microsphere protease cleavage assay; inhibition, % at 10 µM; 0.12% of 360,000 active; AID 588501, 2011; also: plate controls were buffer without enzyme for full effect and enzyme alone for no effect
FadD28 binding: inhibitors of FadD28 bisubstrate probe binding, primary screen, biochemical, fluorescence polarization, single point. Mycobacterium tuberculosis FadD28 fatty-acid-AMP ligase. inhibition, % at 12.5 µM. 0.22% of 360,000 active. AID 588549, 2011; in the data active = inhibition above about 8.5%, passing the limit was not always enough; inconclusive = no clear call, values can overlap the other calls
The depositor's hits bear a star; ? = inconclusive; . = no result given. Rule as the data show it, unless noted: active = inhibition above about 30%; inconclusive = no clear call, values can overlap the other calls; inactive = below that.

SMILES | PfHsp40 yeast | BoNT-F LC inh | PrPC surface inh | CCHFV vOTU inh | TcdB GH inh | Y pestis TopoI | BoNT A protease | Anthrax LF inh2 | FadD28 binding
CC(NC(=O)Cc1cccs1)c1ccccc1 (stereo not drawn) | 0.4 | 4 | 0 | -2 | 0.6 | -2 | 0.1 | -3 | -4.2
O=C(NCc1ccncc1)C12CC3CC(CC(Cl)(C3)C1)C2 | -0.6 | 5 | -5 | 10 | -0.2 | 3 | -0.1 | -2 | -0.9
CCCn1c(SCC(=O)c2ccc3c(c2)OCCO3)nnc1C(C)C | 24 | 15 | 10 | 8 | . | 9 | 1.4 | -4 | -0.2
C=CCn1c[n+](CC(=O)c2ccc(Br)s2)c2ccccc21 | -0.4 | 0 | 12 | 3 | 1.3 | 2 | -1.0 | -5 | -0.5
CC(C)(C)C(=O)N1CCC(O)(CS(=O)(=O)Cc2ccc(Cl)cc2)CC1 | 0.8 | -3 | 3 | -2 | . | 2 | -0.4 | -10 | 1.7
CCc1nc2c(OCc3ccc(C(=O)OC)cc3)cccn2c1N(C)C(=O)CC(C)C | . | -2 | 3 | 17 | -1.8 | 19 | 0.0 | -3 | -3.1
CCN1CCN(S(=O)(=O)c2ccc(S(=O)(=O)N(CC)Cc3ccccc3)cc2)CC1 | 0.7 | 3 | 8 | 0 | 2.9 | 8 | -0.3 | -6 | -3.7
COC(=O)C1=C(c2ccccc2OCc2ccccc2)C[C@@H]2CC[C@H]1N2C(=O)NCc1ccccc1 | 2.7 | 6 | -2 | -2 | 0.6 | 35 | 1.0 | -8 | -1.8
O=C(c1cccs1)N1CCC(C(=O)N2CCN(Cc3ccc4c(c3)OCO4)CC2)CC1 | 0.7 | -2 | 5 | 8 | -0.2 | 5 | -0.8 | 2 | -4.2
COc1ccc(-c2cc3nc(-c4ccccc4)cc(N4CCC(O)CC4)n3n2)cc1 | 1.0 | -6 | 7 | -25 | . | 25 | 0.6 | 0 | -2.8
Cc1[nH]c2ccccc2c1/C=C/c1nc2ccccc2c(=O)n1CCO | 13 | 2 | -2 | 2 | 1.2 | -4 | -0.4 | 6 | 0.9
Cc1cc(=O)oc2cc(OC(C)C(=O)NC3(C#N)CCCCC3)ccc12 (stereo not drawn) | -0.8 | -3 | 5 | -13 | 0.9 | -6 | 0.1 | 0 | -3.4
COc1cc(NC(=O)c2cccs2)ccc1NC(=O)c1ccccc1Cl | 12 | -3 | -1 | -5 | -0.8 | 6 | 0.0 | -5 | 0.4
Cn1ccc2c(N3CCCC3)cc3c(c21)C1CCC3C1 (stereo not drawn) | . | -18 | 6 | -8 | -5.7 | . | -0.6 | -14 | -2.7
CCN(CC)S(=O)(=O)c1ccc(NC(=O)CNC2CCCCC2)cc1 | 1.1 | 15 | 1 | 12 | -1.8 | -1 | 1.6 | 6 | -1.8
Cc1ccc(CN2CCC(n3nccc3NC(=O)C3CCOC3)CC2)cc1 (stereo not drawn) | 0.0 | 3 | 1 | 1 | -0.5 | -2 | -0.8 | 1 | -2.8
O=C(Nc1nc(COc2ccccc2)cs1)C1CCC1 | -1.3 | 0 | 18 | -11 | . | -10 | 0.5 | -4 | -0.5
CC(=O)c1ccc(-n2nnnc2SCC(=O)N2CCN(C(=O)c3ccco3)CC2)cc1 | -0.9 | 6 | -1 | 5 | . | 2 | 1.1 | 9 | -1.6
CCC(C)NC(=O)CC1Oc2ccc(Cl)cc2NC1=O (stereo not drawn) | -0.8 | -7 | -1 | -5 | 0.8 | -1 | -0.6 | 0 | -1.8
C/C(CCc1oc2c(Br)cc(Br)cc2c1-c1ccc(C)o1)=N\O | -0.2 | -4 | -1 | -7 | 0.4 | -16 | -0.4 | -5 | 0.9
O=C(Nc1nnc(CSCc2ccc(Cl)cc2)s1)c1cccc([N+](=O)[O-])c1 | 0.5 | -11 | 6 | -10 | . | -2 | -1.4 | -1 | 0.7
CC(=O)C1=C(O)C(=O)N(CC#N)C1c1cccs1 (stereo not drawn) | 0.7 | 5 | -7 | 18 | . | 17 | 0.4 | 3 | -1.0
CCCc1[nH]nc2c1C(/C(C)=C/c1ccccc1)C(C#N)=C(N)O2 (stereo not drawn) | 0.0 | -6 | 4 | 6 | . | 2 | 0.1 | 0 | -6.8
COC1CCCCC1Nc1cc(C)cc(C)c1 (stereo not drawn) | 0.1 | 4 | 7 | -7 | 0.7 | 4 | 1.0 | -3 | -2.7
COc1cc(N2CCOCC2)ccc1C=C1C(=O)NC(=O)NC1=O | -0.9 | 4 | 4 | 5 | 0.5 | -5 | -0.3 | -3 | -2.0

Two consecutive entries from above, for reference:
SMILES | PfHsp40 yeast | BoNT-F LC inh | PrPC surface inh | CCHFV vOTU inh | TcdB GH inh | Y pestis TopoI | BoNT A protease | Anthrax LF inh2 | FadD28 binding
O=C(c1cccs1)N1CCC(C(=O)N2CCN(Cc3ccc4c(c3)OCO4)CC2)CC1 | 0.7 | -2 | 5 | 8 | -0.2 | 5 | -0.8 | 2 | -4.2
COc1ccc(-c2cc3nc(-c4ccccc4)cc(N4CCC(O)CC4)n3n2)cc1 | 1.0 | -6 | 7 | -25 | . | 25 | 0.6 | 0 | -2.8

Record cards, as listed above:
C/C(CCc1oc2c(Br)cc(Br)cc2c1-c1ccc(C)o1)=N\O reads PfHsp40 yeast = -0.2; BoNT-F LC inh = -4; PrPC surface inh = -1; CCHFV vOTU inh = -7; TcdB GH inh = 0.4; Y pestis TopoI = -16; BoNT A protease = -0.4; Anthrax LF inh2 = -5; FadD28 binding = 0.9
CCCc1[nH]nc2c1C(/C(C)=C/c1ccccc1)C(C#N)=C(N)O2 (stereo not drawn) reads PfHsp40 yeast = 0.0; BoNT-F LC inh = -6; PrPC surface inh = 4; CCHFV vOTU inh = 6; TcdB GH inh = .; Y pestis TopoI = 2; BoNT A protease = 0.1; Anthrax LF inh2 = 0; FadD28 binding = -6.8

Other entries follow.
SMILES | PfHsp40 yeast | BoNT-F LC inh | PrPC surface inh | CCHFV vOTU inh | TcdB GH inh | Y pestis TopoI | BoNT A protease | Anthrax LF inh2 | FadD28 binding
CC(=O)c1cc2c(cc1NC(=O)C1CCC1)OCO2 | 2.3 | 0 | -10 | 10 | 1.1 | -2 | -0.1 | 0 | 0.5
Cc1ccc2nc(C3CCN(C(=O)NCc4ccccc4)CC3)[nH]c2c1 | 0.6 | -5 | -2 | 15 | . | 3 | -2.9 | -5 | -0.4
COc1ccc(CCNC(=O)c2nn(C)cc2Cl)cc1 | 0.7 | -16 | -1 | 6 | 0.6 | -7 | -0.7 | -3 | 0.2
CC(/C=C/c1ccc(Cl)o1)=C\C(=O)O | 2.2 | -9 | -5 | 5 | . | 10 | -1.1 | -2 | 1.4
CC1CCN(C(=O)COC(=O)C2CCN(S(=O)(=O)c3c(Cl)cccc3Cl)CC2)CC1 | 1.1 | . | -9 | -5 | -1.6 | 5 | . | . | -2.3
CC(=O)COc1ccccc1OC(=O)c1ccco1 | 0.6 | 2 | 2 | 1 | . | 2 | 0.5 | -8 | -3.2
CCOC(=O)c1cc(C#N)c(C)nc1N(CC)CC | -0.7 | ? | -4 | -5 | 1.1 | 2 | -1.6 | 12 | -1.5
O=C(c1ccc2c(c1)OCCO2)N1CCCCC1 | -1.1 | 3 | 0 | 12 | . | 4 | 0.7 | 8 | -1.4
CCCc1nnc(NC(=O)C(C)N2C(=O)C3C4C=CC(C4)C3C2=O)s1 (stereo not drawn) | -0.4 | 6 | 2 | 2 | . | 0 | 1.0 | -2 | 1.0
CC(=O)Nc1ccc(N2C(=O)CC(c3ccccc3)CC2=O)cc1 | -0.1 | -3 | -3 | -12 | . | 7 | -0.1 | -1 | -4.5
CCN(CC(=O)Nc1ccc(OC)cc1)CC(=O)Nc1ccc(Cl)cc1F | 1.5 | -7 | -3 | 11 | 2.7 | -4 | -1.2 | 1 | -2.8
Cc1ccc(C(=O)N/C(=C\c2cccs2)C(=O)NC2CCCCC2)cc1 | 1.4 | 2 | -10 | -16 | 0.9 | 5 | -0.9 | 0 | -0.9
COc1cccc(NC(=O)Cn2c(=O)n(-c3ccccc3)c(=O)c3sccc32)c1 | 0.5 | -7 | 9 | -4 | -0.2 | 1 | -0.6 | 4 | -1.7
CCCNC(=O)C(CC)NC(=O)c1ccc(C#N)cc1 (stereo not drawn) | 1.1 | -2 | -2 | -10 | 0.2 | 3 | -0.3 | 2 | -0.5
Cc1ccccc1OCC(O)COc1ccccc1C | 1.8 | -9 | 10 | 24 | -0.4 | 11 | -0.5 | 1 | -1.2
Cc1c(NC(=O)c2ccc3c(c2)OCO3)cccc1-c1nc2ccccc2o1 | 3.1 | 6 | 2 | -1 | . | 8 | 0.5 | 3 | -2.2
COCCN(C(=O)c1ccccc1OC)c1nnc(C)s1 | -0.6 | 7 | 6 | 4 | 1.1 | 0 | 0.0 | 0 | -1.8
Cc1[nH]c2c(C)cccc2c1CCNS(=O)(=O)c1cccc([N+](=O)[O-])c1 | 0.8 | 0 | -12 | -6 | 3.6 | -7 | 0.5 | -1 | 1.4
Cc1cc(C)n(CC(O)CN2C(=O)NC(C)(C)C2=O)n1 (stereo not drawn) | 1.6 | -1 | -3 | -10 | . | 1 | 0.6 | -4 | 0.3
O=C(Cc1n[nH]c(=O)c2ccccc12)OCC(=O)c1ccc2c(c1)OCCO2 | 96* | 6 | 11 | -4 | . | 2 | 1.8 | 10 | -0.2
Cc1ccc(N(C)S(=O)(=O)c2c(C)[nH]c(C)c2C(=O)N2CCCC2)cc1 | 1.0 | -4 | -1 | -7 | 0.9 | -1 | -0.7 | 0 | -4.1
Cc1cc(C)cc(S(=O)(=O)c2cn(C)c3cc(N4CCN(C)CC4)c(F)cc3c2=O)c1 | -1.4 | 2 | -3 | 0 | -0.8 | 1 | -0.3 | 0 | -4.4
O=C(Nc1cccc(C2=NCCN2)c1)Nc1cccc(C2=NCCN2)c1 | 1.3 | -13 | 0 | 1 | 1.5 | -26 | -1.3 | -3 | -4.2
CN(C)CC(C)(C)CNC(=S)Nc1ccc(S(=O)(=O)N2CCOCC2)cc1 | -0.9 | -9 | 0 | -7 | 0.6 | 4 | -0.3 | -1 | 1.6
CCOc1ccccc1OCC(=O)NN=C1CCCC(=O)C1 | -0.3 | -9 | 9 | -11 | -1.8 | -5 | -0.3 | 1 | -1.8
COCCNC(=O)c1cc2c(=O)[nH]c3ccccc3c2s1 | -0.4 | ? | 1 | -55 | 1.1 | -4 | -1.2 | -4 | -2.1
CCn1ncc(CN2CCC(Oc3cc(C(=O)NC4CC4)ccc3OC)CC2)c1C | -1.1 | 4 | -2 | -18 | 1.4 | -14 | 0.5 | -1 | -2.5
CCOc1ccc(/C=C2\SC(=S)N(CCC(=O)N(CCO)c3ccccc3)C2=O)cc1 | 0.5 | ? | -3 | 21 | 0.4 | -7 | 3.8 | 0 | -0.9
Cn1c(COc2ccc(C(=O)O)cc2)nc2ccccc21 | -0.7 | 8 | -4 | 7 | 0.6 | 0 | -3.7 | -6 | -0.5

Three entries already listed, ordered by formula weight, smallest number first.
SMILES | PfHsp40 yeast | BoNT-F LC inh | PrPC surface inh | CCHFV vOTU inh | TcdB GH inh | Y pestis TopoI | BoNT A protease | Anthrax LF inh2 | FadD28 binding
Cc1ccccc1OCC(O)COc1ccccc1C | 1.8 | -9 | 10 | 24 | -0.4 | 11 | -0.5 | 1 | -1.2
COCCN(C(=O)c1ccccc1OC)c1nnc(C)s1 | -0.6 | 7 | 6 | 4 | 1.1 | 0 | 0.0 | 0 | -1.8
Cc1ccc(N(C)S(=O)(=O)c2c(C)[nH]c(C)c2C(=O)N2CCCC2)cc1 | 1.0 | -4 | -1 | -7 | 0.9 | -1 | -0.7 | 0 | -4.1

Compounds were not picked by outcome; any-hit rate near 2.3%.
